Screening data: PubChem BioAssay, National Center for Advancing Translational Sciences (NCATS)
N370S GC mod – inhibitors or activators of N370S glucocerebrosidase for Gaucher disease | P04062 | N370S GC spleen homogenate, 4MU-glucoside fluorescence | Potency, µM (series often up to 59.4 µM), inactives show top-dose activity change, negative = inhibition, most hits filed as inhibitors | 0.092% of 330,000 active | AID 2101;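 further: 0% = full enzyme activity and -100% = no enzyme basal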
TDP1 block – TDP1 (human) enzyme inhibition | recombinant TDP1, AlphaScreen DNA substrate cleavage | Potency, µM (doses to about 130 µM), without a hit: top-dose activity change, negative = inhibition, usual class: inhibitors | 0.28% of 350,000 active | AID 485290; further: nearly all actives have a fitted effect of over 40% in size
Target sequence (Q9NUW8 whole entry, looked up): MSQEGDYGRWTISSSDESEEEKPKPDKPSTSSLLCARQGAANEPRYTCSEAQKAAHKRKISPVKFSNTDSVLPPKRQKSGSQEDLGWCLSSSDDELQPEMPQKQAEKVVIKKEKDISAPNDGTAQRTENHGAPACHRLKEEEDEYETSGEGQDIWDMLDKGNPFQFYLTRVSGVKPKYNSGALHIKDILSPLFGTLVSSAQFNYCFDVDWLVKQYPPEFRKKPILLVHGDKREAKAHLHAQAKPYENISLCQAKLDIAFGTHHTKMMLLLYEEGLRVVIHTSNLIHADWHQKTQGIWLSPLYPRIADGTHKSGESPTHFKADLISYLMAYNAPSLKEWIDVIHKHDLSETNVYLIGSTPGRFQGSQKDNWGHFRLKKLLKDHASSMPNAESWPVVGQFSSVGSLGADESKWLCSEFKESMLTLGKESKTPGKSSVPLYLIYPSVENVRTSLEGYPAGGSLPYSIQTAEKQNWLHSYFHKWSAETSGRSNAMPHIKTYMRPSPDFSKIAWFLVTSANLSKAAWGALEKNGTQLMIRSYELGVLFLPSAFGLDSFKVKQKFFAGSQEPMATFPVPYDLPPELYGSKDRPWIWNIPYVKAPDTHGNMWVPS
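E. coli-derived human Tdp1, 1 nM final. Cpd preinc 15 min RT; substrate 15 nM final, 5 min RT; AS bead mix 10 ug/ml final, 10 min RT. Signal loss = tyrosine-FITC cleavage. No-enzyme wells = max signal.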
FEN1 inhibitor – blocks human flap endonuclease 1 | P39748 | Recombinant FEN1 flap cleavage, fluorescence, 15 min | Potency, µM (titrated, usually from 114 µM), for inactives: at the top dose activity change, negative = inhibition, usual class: inhibitors | 0.35% of 390,000 active; further: nearly all actives have a fitted effect of over 65% in size
Target sequence (P39748 whole entry, looked up): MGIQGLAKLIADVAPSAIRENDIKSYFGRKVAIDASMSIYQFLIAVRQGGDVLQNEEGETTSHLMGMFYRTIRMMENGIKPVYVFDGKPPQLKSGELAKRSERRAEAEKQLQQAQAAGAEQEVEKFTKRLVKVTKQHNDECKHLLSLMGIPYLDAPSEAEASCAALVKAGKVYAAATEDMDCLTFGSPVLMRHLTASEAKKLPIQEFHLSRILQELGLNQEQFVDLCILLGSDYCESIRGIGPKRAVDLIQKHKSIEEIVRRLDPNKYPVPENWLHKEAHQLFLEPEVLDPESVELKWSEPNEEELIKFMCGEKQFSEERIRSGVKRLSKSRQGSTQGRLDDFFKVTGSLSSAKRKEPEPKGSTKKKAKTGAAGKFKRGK
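In this screen, 50 nM flap DNA substrate was added to 10 nM FEN1 pretreated with compound for 15 min at room temperature; cleavage was followed with reads at 0 and 15 min, and Hill fitting gave concentration–response parameters.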
Active calls of the source: *; & = joins results of further samples; [ ] = another dose, or the depositor's remark. The call rests on the fitted dose curve; in most records, active means well fitted curve in the direction sought with a large enough effect; inconclusive means small, poorly fitted or top-dose-only effect, or another doubt; inactive means no such curve, though single readings can be large; an effect the other way counts as inactive or inconclusive. Unless noted, on the % scale 0 is the no-effect control and ±100 the full control effect; potency means the concentration at half of the fitted maximal effect.

Screening CCCCN(C(=O)Cc1coc2cc(C)c(C)cc12)c1c(N)n(Cc2ccccc2)c(=O)[nH]c1=O returned N370S GC mod -4%, TDP1 block 8% and FEN1 inhibitor 4%.
Screening O=C(CC(=O)c1ccccc1)c1ccccc1 returned N370S GC mod inconclusive and FEN1 inhibitor -1%.
For Cc1cc(Cl)ccc1OCC(=O)N(Cc1ccco1)Cc1ccco1 the results were TDP1 block 7% and FEN1 inhibitor -19%.
CCOc1ccc(N(CC(=O)NC2CCCC(C)C2C)S(=O)(=O)c2c(C)noc2C)cc1 (stereo not drawn) was read as N370S GC mod -1%, TDP1 block -3% and FEN1 inhibitor -22%.
COc1ccc(C(=O)Nc2oc(-c3ccccc3)c(-c3ccccc3)c2C#N)cc1 was read as N370S GC mod 22%, TDP1 block 7% and FEN1 inhibitor -6%.
`CC(C)CNC(=O)COC(=O)c1cc(Cl)cc(Cl)c1N` gave N370S GC mod 27%, TDP1 block 0% and FEN1 inhibitor -10%.
CCCCN(CCCNC(=O)c1ccc(CS(=O)(=O)c2c(Cl)cccc2Cl)o1)Cc1ccccc1 was read as N370S GC mod -9%, TDP1 block 3% and FEN1 inhibitor -10%.
COc1cc(OC)cc(-c2cc3nc(C)c(CCC(=O)Nc4ccc(F)c(Cl)c4)c(C)n3n2)c1 was read as TDP1 block 7% and FEN1 inhibitor -7%.
Screening CC(=O)c1c(C)[nH]c(C(=O)OCC(=O)Nc2cc(C(F)(F)F)ccc2N2CCOCC2)c1C returned N370S GC mod -1%, TDP1 block 1% and FEN1 inhibitor -18%.
COc1ccc(NC(=O)NCCC2=CCCCC2)cc1 was read as N370S GC mod 8%, TDP1 block 8% and FEN1 inhibitor 9%.
For O=C(c1cn(-c2ccccc2)nc1-c1cccnc1)N1CCCCC1 the results were N370S GC mod -4%, TDP1 block 5% and FEN1 inhibitor 0%.
For CNC(=O)c1sc(-c2cccs2)nc1C the results were N370S GC mod 4%, TDP1 block 5% and FEN1 inhibitor 10%.

The final 2 records of the part above open the next one.
For O=C(c1cn(-c2ccccc2)nc1-c1cccnc1)N1CCCCC1 the results were N370S GC mod -4%, TDP1 block 5% and FEN1 inhibitor 0%.
For CNC(=O)c1sc(-c2cccs2)nc1C the results were N370S GC mod 4%, TDP1 block 5% and FEN1 inhibitor 10%.
`Cc1cc(C)nc(NC(=O)CSc2nc3ccccc3o2)n1` gave N370S GC mod 3%, TDP1 block -8% and FEN1 inhibitor -6%.
For CCN(CC)C(=O)CSc1nnc(-c2ccccn2)n1Cc1ccccc1 the results were N370S GC mod 12% and FEN1 inhibitor -3%.
For O=C(NCC(=O)N(c1ccccc1F)C(C(=O)NC1CCCC1)c1cccnc1)c1ccco1 (stereo not drawn) the results were N370S GC mod -11%, TDP1 block 3%[0.0935 µM] and FEN1 inhibitor 1%.
Screening O=[N+]([O-])c1nn(-c2ccc(Cl)cc2)n(O)c1=NCc1cccnc1 returned N370S GC mod -3%, TDP1 block -5% and FEN1 inhibitor 2%.
O=C(Nc1ccncc1)C1CC1c1ccccc1 (stereo not drawn) was read as N370S GC mod 1%, TDP1 block 2% and FEN1 inhibitor 0%.
`COc1ccc(Cl)cc1NC(=O)COC(=O)CNC(=O)C1CCCCC1` gave TDP1 block 0% and FEN1 inhibitor -12%.
`CCOC(=O)c1cc([N+](=O)[O-])c([N+](=O)[O-])cc1NC(C)=O` gave N370S GC mod -4%, TDP1 block 8% and FEN1 inhibitor 23%.
Screening COc1ccc(N2C(=O)CC(c3cc(OC)c(OC)c(OC)c3)CC2=O)cc1 returned N370S GC mod 1% and FEN1 inhibitor inconclusive.
O=C(NCc1ccccc1CN1CCCC1)c1ccc(OCc2cscn2)cc1 was read as TDP1 block 0% and FEN1 inhibitor -2%.
Screening Cc1ccc(/C(=N/Nc2nc3ccccc3s2)C2=C(O)c3ccccc3C2=O)cc1 returned N370S GC mod 25%, TDP1 block -2% and FEN1 inhibitor -5%.
`O=C(Nc1cccc(F)c1)C1CCN(C(=O)c2ccccc2Cl)CC1` gave N370S GC mod 0%, TDP1 block 0% and FEN1 inhibitor -5%.
For c1ccc2c(c1)ccc1cc3c(ccc4ccccc43)cc12 the results were N370S GC mod 2% and TDP1 block 13%.
Screening CCCCNC(=O)CCc1c(C)nc2nc(-c3cc(OC)cc(OC)c3)nn2c1C returned N370S GC mod 0%, TDP1 block 0% and FEN1 inhibitor 23%.
For CCOC(=O)CNC(=O)CCNS(=O)(=O)c1ccc2c(c1)c(=O)n(C)c(=O)n2C the results were N370S GC mod 3%, TDP1 block 3% and FEN1 inhibitor -9%.
Screening O=C(N/N=C/c1c[nH]c2ccccc12)c1cccc([N+](=O)[O-])c1 returned N370S GC mod -10%, TDP1 block 8% and FEN1 inhibitor -10%.
`COc1ccc(NC(=O)C2=C(C)NC(=O)NC2c2cccc(OC)c2OC)c(OC)c1` (stereo not drawn) gave N370S GC mod 10%, TDP1 block 0% and FEN1 inhibitor 1%.
COc1cc(/C=N/NC(=O)CCN2CCN(C(c3ccccc3)c3ccccc3)CC2)ccc1O was read as N370S GC mod inconclusive, TDP1 block 8% and FEN1 inhibitor 4%.
For CC(C)(C)NC(=O)NC(=O)CN1c2cccc3cccc(c23)S1(=O)=O the results were N370S GC mod -3% and FEN1 inhibitor -6%.
N#Cc1c(Nc2ccccc2)sc(C(=O)c2ccc(F)cc2)c1N was read as N370S GC mod 3%, TDP1 block -2% and FEN1 inhibitor 1%.
`CCOC(=O)/C(C)=N/NC(=O)c1ccc([N+](=O)[O-])cc1` gave N370S GC mod 4%, TDP1 block 4% and FEN1 inhibitor -1%.
CCc1ccc(-c2nc(CN3CCC(C(=O)NCCc4ccc(Cl)cc4)CC3)c(C)o2)cc1 was read as TDP1 block 3% and FEN1 inhibitor 17%.
O=C(NC1CCCCC1)C(c1ccccn1)N(C(=O)Cc1cccs1)c1ccc(Cl)cc1 (stereo not drawn) was read as N370S GC mod 12%, TDP1 block 1% and FEN1 inhibitor 0%.
Screening O=C(O)/C=C/C(=O)Nc1ccc(Oc2ncnc3cc(Cl)ccc23)nc1 returned N370S GC mod 4% and FEN1 inhibitor -7%.
COC(=O)c1ccc(Cn2nc(C)c([N+](=O)[O-])c2C)o1 was read as N370S GC mod 6%, TDP1 block -3% and FEN1 inhibitor -7%.
Screening CCOC(=O)[C@H]1[C@H]2COc3cc(OC)ccc3[C@@H]2N2C(=O)CN(Cc3ccco3)C(=O)[C@@]12C returned TDP1 block 1% and FEN1 inhibitor 3%.
Screening COc1ccc(/C=C/C(=O)N2CC(C)OC(C)C2)cc1OC (stereo not drawn) returned N370S GC mod 0% and FEN1 inhibitor 19%.
COc1cccc(NC(=O)CSc2nc3ccccc3n2C)c1 was read as N370S GC mod inconclusive, TDP1 block -2% and FEN1 inhibitor 7%&2%.
`COc1ccc(CC(=O)NNC(=O)Cc2ccc(OC)cc2)cc1` gave N370S GC mod 4% and TDP1 block 6%.
Screening CC(c1ccco1)N(Cc1ccco1)C(=O)Nc1ccccc1 (stereo not drawn) returned N370S GC mod -6%, TDP1 block 6% and FEN1 inhibitor 7%.
CC1CCN(S(=O)(=O)c2ccc(C(=O)N3CCOCC3)cc2)CC1 was read as N370S GC mod -1%, TDP1 block 2% and FEN1 inhibitor 5%.
Screening O=c1cc(-c2ccccc2)[nH]c2ccccc12 returned N370S GC mod -3%, TDP1 block 1% and FEN1 inhibitor -6%.
For Cc1c(Cl)cccc1NC(=O)CSc1nc2ncccc2o1 the results were TDP1 block 7% and FEN1 inhibitor 4%.
Screening CCOc1cccc(/C=C(/C#N)c2nc3ccccc3[nH]2)c1OCC(=O)O returned N370S GC mod 0% and FEN1 inhibitor 11%.
Screening O=C(O)Cc1csc(-c2ccccc2)n1 returned N370S GC mod -2%, TDP1 block -3% and FEN1 inhibitor -4%.
Screening Nc1cc(=O)[nH]c(SCC(=O)Nc2nnc(-c3ccccc3)s2)n1 returned N370S GC mod -9% and FEN1 inhibitor -8%.
`C=CS(=O)(=O)c1ccc(Oc2ccc(S(=O)(=O)C=C)cc2)cc1` gave N370S GC mod 0%, TDP1 block 2% and FEN1 inhibitor -11%.

Molecules above with fluorine, in the order listed:
COc1cc(OC)cc(-c2cc3nc(C)c(CCC(=O)Nc4ccc(F)c(Cl)c4)c(C)n3n2)c1 was read as TDP1 block 7% and FEN1 inhibitor -7%.
Screening CC(=O)c1c(C)[nH]c(C(=O)OCC(=O)Nc2cc(C(F)(F)F)ccc2N2CCOCC2)c1C returned N370S GC mod -1%, TDP1 block 1% and FEN1 inhibitor -18%.
For O=C(NCC(=O)N(c1ccccc1F)C(C(=O)NC1CCCC1)c1cccnc1)c1ccco1 (stereo not drawn) the results were N370S GC mod -11%, TDP1 block 3%[0.0935 µM] and FEN1 inhibitor 1%.
`O=C(Nc1cccc(F)c1)C1CCN(C(=O)c2ccccc2Cl)CC1` gave N370S GC mod 0%, TDP1 block 0% and FEN1 inhibitor -5%.
N#Cc1c(Nc2ccccc2)sc(C(=O)c2ccc(F)cc2)c1N was read as N370S GC mod 3%, TDP1 block -2% and FEN1 inhibitor 1%.

Remaining list, next part:
CCOC(=O)c1c(C)c(C(=O)NCc2cccnc2)c(C)n1CC was read as N370S GC mod 3%, TDP1 block 7% and FEN1 inhibitor -2%.
For Cc1cccc(CCNC(=O)CCc2nnc(CCc3ccccc3)o2)n1 the results were N370S GC mod 1%, TDP1 block 4% and FEN1 inhibitor -7%.
`O=C1CC(c2cc3c(cc2Br)OCO3)C2=C(CCCC2=O)N1` (stereo not drawn) gave N370S GC mod 10%, TDP1 block 0% and FEN1 inhibitor -2%.
For Cc1sc2cc3c(c(C(=O)c4ccccc4)[n+]2c1C)-c1cccc2cccc-3c12 the results were N370S GC mod inconclusive, TDP1 block 3% and FEN1 inhibitor 40µM*.
For Cc1ccc(/C=C/C(=O)O)cc1S(=O)(=O)N(CCO)CCO the results were N370S GC mod -10%, TDP1 block -4% and FEN1 inhibitor -1%.
Screening Cc1oc(-c2cccc(Cl)c2)nc1CS(=O)(=O)CC(=O)NCCN1CCOCC1 returned N370S GC mod -10% and FEN1 inhibitor -5%.
O=[N+]([O-])c1cccc(CN2CCCCCC2)c1 was read as N370S GC mod -1% and FEN1 inhibitor -15%.
`COc1ccc(C(=O)NC(=S)N2CCC(C)CC2)cc1Br` gave N370S GC mod 1%, TDP1 block 7% and FEN1 inhibitor 14%.
For CC(=O)c1ccc(NC(=O)Nc2cccc3ccccc23)cc1 the results were N370S GC mod -4%, TDP1 block 2% and FEN1 inhibitor 16%.
For O=Cc1cc(N=Nc2cccc(C(=O)O)c2)ccc1O the results were N370S GC mod -10%, TDP1 block 0% and FEN1 inhibitor -14%.
For C=C(C)C(O)/C=C/c1cccc(OC)c1 (stereo not drawn) the results were N370S GC mod -5%[12.8 µM] and TDP1 block 6%[21 µM].
For Cc1ccsc1CCN1C(=O)N(c2ccccc2)C(=O)C1CC(=O)Nc1ccc(F)cc1 (stereo not drawn) the results were TDP1 block 1% and FEN1 inhibitor 0%.
CCOc1ccc(C(=O)NCC(=O)NCC(c2ccccc2OC)N2CCCC2)cc1 (stereo not drawn) was read as N370S GC mod -8%, TDP1 block 1% and FEN1 inhibitor 0%.
`CCCCCCCC(=O)OCC(O)CO` (stereo not drawn) gave N370S GC mod 4%&-3%, TDP1 block 8%&10% and FEN1 inhibitor -13%.
Screening O=C1CCc2cc(S(=O)(=O)N3CCN(c4ccccc4F)CC3)ccc2N1 returned N370S GC mod -18%, TDP1 block -2% and FEN1 inhibitor -20%.
Cc1oc(-c2ccc(C(=O)NCCCOC(C)C)cc2)nc1CS(=O)(=O)c1ccccc1 was read as TDP1 block 6% and FEN1 inhibitor 2%.
`CCOC(=O)c1[nH]c(C)c(C(=O)N2CCN(c3ccccc3OC)CC2)c1C` gave N370S GC mod -14%, TDP1 block -1% and FEN1 inhibitor 3%.
For CC12CCC(C(=O)N(CC3CO3)C1=O)C2(C)C (stereo not drawn) the results were N370S GC mod 21%, TDP1 block -3% and FEN1 inhibitor -6%.
CC(=O)N1N=C(c2ccco2)CC1c1ccc(Cl)o1 (stereo not drawn) was read as N370S GC mod -1%, TDP1 block -7% and FEN1 inhibitor 3%.
For O=C(CC1NCCN(Cc2ccccc2)C1=O)Nc1ccc(Cl)cc1 (stereo not drawn) the results were N370S GC mod -12%, TDP1 block 6% and FEN1 inhibitor 1%.
Screening Cc1sc(NC(=O)C2c3ccccc3Oc3ccccc32)c(C(=O)OC(C)C)c1C returned TDP1 block 4% and FEN1 inhibitor -15%.
For CN(C)c1nc(NCc2ccccc2)nc(SCC(=O)Nc2ccc(Cl)c(Cl)c2)n1 the results were N370S GC mod 8%, TDP1 block 0% and FEN1 inhibitor -2%.
For Cc1nn(C)c(C)c1CN(C)C(=O)c1cc2nc(-c3ccco3)cc(C(F)(F)F)n2n1 the results were N370S GC mod 3%, TDP1 block 2% and FEN1 inhibitor 1%.
